# RAD52 anneal inh – inhibitors of human RAD52 DNA annealing | inhibition, % at 18.7 µM | recombinant RAD52 DNA annealing, FRET fluorescence | hit rate 0.46% among 360,000 | P43351;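 active = every replicate showing at least 50% inhibition; inconclusive = mean inhibition at least 50% but not in every replicate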
# E-selectin induc – induces E-selectin expression in human endothelial cells | P16581 | HUVEC E-selectin immunofluorescence imaging; normalized: neutral wells 0, TNF-alpha wells 100 | hit rate 0.37% among 260,000 | activation, % at 7.58 µM;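 active = mean E-selectin-positive cell signal at least 10% of the positive control, reached in at least 60% of replicates, without over 20% cell loss; inconclusive = no rule given, readout overlaps actives, possibly toxicity-flagged; inactive = the rest, including those meeting only one limit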;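 note: in these data hits start at about 27%; measured in HUVEC primary endothelial cells; signal is the percent of cells scored E-selectin positive by PE staining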
#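 Test system: HUVEC; input: 3,000 HUVEC/well; measured by: immunofluorescence imaging; read-out: % PE-positive cells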
# ERp5 inh – ERp5 (human) disulfide isomerase inhibition; Q15084; ERp5 insulin aggregation, absorbance 650 nm, 90 min; inhibition, % at 9.99 µM; hit rate 0.05% among 350,000;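 active = mean replicate inhibition above about 25%, with every replicate also reaching it, limit read from the data, passing the limit was not always enough; inconclusive = only one of those two criteria met; inactive = neither criterion met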
# esBAF inh – SWI/SNF esBAF complex inhibition; mouse ES cells, Bmi1-luciferase knock-in reporter, 24 h; 100% = twice the neutral-well signal; reporter increase, % at 12.5 µM; hit rate 2% among 350,000; AID 602393; in the data active = activation above about 40%; inconclusive = no clear call, values can overlap the other calls;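 note: 0% = median of the plate's neutral control wells and 100% = double that signal; a rise in the Bmi1 reporter signal indicates esBAF inhibition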
# RAD54 inh – inhibitors of human RAD54 branch migration. RAD54 Holliday junction branch migration, FAM/BHQ fluorescence. hit rate 0.14% among 360,000. inhibition, % at 10.4 µM. Q92698;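 active = mean normalized replicate activity at least 40 and at least half of replicates scoring 40 or more; inconclusive = only one of the two criteria met; inactive = mean below 40 and under half of replicates reaching 40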;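 note: 0% = median of neutral control wells and 100% = median of positive control wells; inhibitors cause a drop in the FAM fluorescence signal; in these data hits start at about 50%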
# ERAP1 inh – blocks human ERAP1 aminopeptidase activity. Q9NZ08. recombinant ERAP1, Leu-AMC fluorescence, 60 min. inhibition, % at 10.7 µM. hit rate 0.15% among 340,000. AID 652197;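 active = mean replicate inhibition of at least 30%, or all replicates individually reaching that 30% level; inactive = mean below 30% and not every replicate reaching it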;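 note: 0% = neutral control wells and 100% = L-leucinethiol positive control wells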
# Target sequence (Q9NZ08 whole entry, looked up): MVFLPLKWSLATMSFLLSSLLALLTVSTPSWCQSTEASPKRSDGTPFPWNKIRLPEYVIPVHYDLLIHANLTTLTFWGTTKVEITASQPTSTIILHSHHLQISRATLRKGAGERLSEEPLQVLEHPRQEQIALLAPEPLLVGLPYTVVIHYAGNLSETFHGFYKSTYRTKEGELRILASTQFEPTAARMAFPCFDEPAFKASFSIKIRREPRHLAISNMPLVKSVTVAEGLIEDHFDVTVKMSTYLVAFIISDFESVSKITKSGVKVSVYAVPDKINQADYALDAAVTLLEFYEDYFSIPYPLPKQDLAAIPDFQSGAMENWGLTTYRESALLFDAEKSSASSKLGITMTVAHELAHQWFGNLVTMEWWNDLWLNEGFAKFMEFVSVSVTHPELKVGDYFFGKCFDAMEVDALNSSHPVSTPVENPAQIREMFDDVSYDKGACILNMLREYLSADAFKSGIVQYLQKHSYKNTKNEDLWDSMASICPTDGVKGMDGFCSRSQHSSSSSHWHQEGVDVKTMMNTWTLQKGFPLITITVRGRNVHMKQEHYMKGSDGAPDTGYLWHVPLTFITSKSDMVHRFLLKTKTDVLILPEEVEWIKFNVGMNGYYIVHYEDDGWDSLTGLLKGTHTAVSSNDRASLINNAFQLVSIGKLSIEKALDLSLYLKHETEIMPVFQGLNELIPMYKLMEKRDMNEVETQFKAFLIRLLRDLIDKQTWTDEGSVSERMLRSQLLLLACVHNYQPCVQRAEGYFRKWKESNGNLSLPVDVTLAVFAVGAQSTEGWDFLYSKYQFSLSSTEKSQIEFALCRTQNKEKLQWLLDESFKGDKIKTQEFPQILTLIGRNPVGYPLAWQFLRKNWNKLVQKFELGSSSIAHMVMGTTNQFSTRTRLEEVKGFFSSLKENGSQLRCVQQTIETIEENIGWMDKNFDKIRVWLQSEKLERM
# S100A4 MyoIIA – inhibitors of human S100A4 binding to myosin IIA peptide; AID 652163; inhibition, % at 10.7 µM; P26447; S100A4/TAMRA-MyoIIA peptide fluorescence polarization; hit rate 0.14% among 360,000;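 active = mean inhibition of at least 70% across replicates, with every replicate also reaching that level; inconclusive = mean inhibition reaches 70% but some replicates fall short; inactive = mean inhibition below 70%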
# Target sequence (P26447 whole entry, looked up): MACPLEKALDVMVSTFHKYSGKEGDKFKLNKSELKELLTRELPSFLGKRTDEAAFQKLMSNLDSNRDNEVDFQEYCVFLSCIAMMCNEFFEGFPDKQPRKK
#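 Material: S100A4 monomer (human). Medium: Calcium-containing HEPES buffer, pH 7.2. Probe or stimulus: labelled myosin peptide probe, 5 nM. Compound dosing: one concentration per compound. Timing: polarization read 5 min after assay mix addition, stable 5–60 min. Benchmarks: DMSO as neutral control, TFP as positive control.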
# Xi reactivation – reactivates the inactive X chromosome in mouse fibroblasts. hit rate 0.055% among 360,000. XiGFP mouse fibroblasts, % GFP-positive cells imaging, 3 d; cells co-treated with 5-aza-dC sensitizer; scaled so ellipticine positive control = 100%. AID 743238. activation, % at 7.58 µM;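 active = mean normalized replicate activation at least 10% and every replicate at or above 10%; inconclusive = only one of the two criteria met; inactive = mean below 10% and not all replicates reach 10%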;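 note: 0% = median of on-plate neutral control wells and 100% = ellipticine 6 µM median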
#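 assay system = SV40-immortalized XiGFP fibroblast cells, line 68-5-11 | buffer or medium = DMEM plus 5-aza-dC sensitizer | doses = single-point pinned compound dosing | times = 3-day compound exposure, then 15 min fixation at room temperature | benchmarks = positive control ellipticine, 6 µM final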
# Starred values were filed as active, the others as inactive; u = inconclusive; x = not tested or not shown; & = joins results of further samples.
SMILES,RAD52 anneal inh,E-selectin induc,ERp5 inh,esBAF inh,RAD54 inh,ERAP1 inh,S100A4 MyoIIA,Xi reactivation
COc1ccc(S(=O)(=O)N2CCCC(C(=O)NCC3CCCO3)C2)cc1C (stereo unspecified),-10,0.0,4,-5,2,1,4,0.0
C[C@@H]1CN([C@H](C)CO)C(=O)c2cc(-c3ccccc3)cnc2O[C@@H]1CN(C)Cc1cccnc1,14,0.0,4,-5,5,-6,4,-0.8
O=C(COC(=O)c1ccc(F)cc1Cl)NC1CC1,-18,-0.1,3,8,3,-4,-3,-0.1
O=C1CC(NS(=O)(=O)c2cccnc2)CN1c1ccc(F)cc1 (stereo unspecified),-16,x,-1,x,0,0,-8,-0.1
Nc1nc(-c2ccc([N+](=O)[O-])cc2)cc(=O)[nH]1,4,x,-2,8,-5,0,-2,0.0
CCN(CC)C(=O)[C@H]1C[C@H](CC(=O)NC/C=C(\C)CCC=C(C)C)C(=O)N2CCc3c([nH]c4cc(-c5ccco5)ccc34)[C@]12C,-27,-1.9,-15,-4,-9,8,-10,0.3
O=C(C1CCC1)N1CCCCN2[C@H](C1)[C@@H](c1ccc(C#CC3CCCC3)cc1)[C@@H]2CO,10,x,-4,x,-6,-4,-4,x
O=C(NC1CCCC1)[C@H]1[C@H](CO)[C@H]2Cn3c(ccc(-c4ccccc4F)c3=O)[C@@H]1N2C(=O)CC1CC1,-3,0.3,1,-3,0,-1,-3,0.4
COC(=O)C=C1CCC2C3CCC4=CC(=O)CCC4(C)C3C(=O)CC12C (stereo unspecified),-14,0.1,12,-5,1,3,-7,0.1
COCC#Cc1ccc([C@@H]2[C@H]3CN(Cc4ccccc4F)CCCCN3[C@H]2CO)cc1,-6,0.4,1,-6,-10,0,-16,0.3
Cc1csc2c(SCC(=O)NNC(=O)C(Cl)Cl)ncnc12,-70,-0.2,-2,x,9,x,-9,0.0
Cc1noc(C)c1NC(=O)Nc1ccc2c(c1)C(=O)N([C@@H](C)CO)C[C@H](C)[C@H](CN(C)S(=O)(=O)c1cccs1)OCCCC[C@@H](C)O2,-25,3.3,3,-5,2,-1,7,0.1

# Ordered by formula weight (smallest number first): part of the list above.
SMILES,RAD52 anneal inh,E-selectin induc,ERp5 inh,esBAF inh,RAD54 inh,ERAP1 inh,S100A4 MyoIIA,Xi reactivation
O=C1CC(NS(=O)(=O)c2cccnc2)CN1c1ccc(F)cc1 (stereo unspecified),-16,x,-1,x,0,0,-8,-0.1
COC(=O)C=C1CCC2C3CCC4=CC(=O)CCC4(C)C3C(=O)CC12C (stereo unspecified),-14,0.1,12,-5,1,3,-7,0.1
Cc1csc2c(SCC(=O)NNC(=O)C(Cl)Cl)ncnc12,-70,-0.2,-2,x,9,x,-9,0.0
COc1ccc(S(=O)(=O)N2CCCC(C(=O)NCC3CCCO3)C2)cc1C (stereo unspecified),-10,0.0,4,-5,2,1,4,0.0
O=C(C1CCC1)N1CCCCN2[C@H](C1)[C@@H](c1ccc(C#CC3CCCC3)cc1)[C@@H]2CO,10,x,-4,x,-6,-4,-4,x
O=C(NC1CCCC1)[C@H]1[C@H](CO)[C@H]2Cn3c(ccc(-c4ccccc4F)c3=O)[C@@H]1N2C(=O)CC1CC1,-3,0.3,1,-3,0,-1,-3,0.4

# The listing continues:
SMILES,RAD52 anneal inh,E-selectin induc,ERp5 inh,esBAF inh,RAD54 inh,ERAP1 inh,S100A4 MyoIIA,Xi reactivation
COc1ccccc1C(O)c1ncc(-c2ccc(Cl)cc2)[nH]1 (stereo unspecified),-2,0.0,4,26,-2,1,4,0.0
COc1cc(NC(=O)c2ccc(Cl)cc2)c(Cl)cc1NC(=O)c1cccnc1,-13,-0.1,-14,-4,7,-2,5,-0.1
O=C1NC[C@@H](CCCCN2CCN(CCC3CCCCC3)C(=O)C2=O)N(CCC2CCCCC2)C1=O,2,0.0,1,x,x,13,13,-0.1
O=C(COc1ccccc1Cl)NCCCNC(=O)c1ccco1,-10,-0.1,2,-3,-20,0,-1,0.3
CC(C)N(Cc1nc(-c2ccc(Cl)cc2)no1)C(=O)CCCN1C(=O)c2ccccc2C1=O,-7,0.0,3,-4,6,3,-1,0.0
CSc1cccc(N2CC(C(=O)N(CC(C)C)c3c(N)n(Cc4ccccc4)c(=O)[nH]c3=O)CC2=O)c1 (stereo unspecified),-5,-0.1,4,-3,-11,3,-1,0.0
CCCC(=O)Nc1ccc2c(c1)OC[C@H](C)N(C(=O)c1cccnc1)C[C@H](C)[C@@H](OC)CN(C)C2=O,-36,0.5,2,3,-2,3,-21,0.4
COCCN(C(=O)COC(=O)c1ccc(Cl)s1)c1c(N)n(Cc2ccccc2)c(=O)[nH]c1=O,-6,x,-3,-4,x,4,1,0.4
NC(=S)N/N=C/c1ccccc1OC(=O)/C=C/c1ccccc1,-9,x,-11,6,2,-2,-6,0.0
Cc1ccc(S(=O)(=O)N(C)C[C@@H]2Oc3ncc(C#CCC(C)C)cc3C(=O)N([C@H](C)CO)C[C@H]2C)cc1,-3&3&-2,0.2&-0.1,-2&-4&4,2&-8&4,1&9&-1,3&-1&2,-3&-2&1,0.0&0.0
CNC(=O)c1ccccc1Sc1cccc2cccc(C(=O)O)c12,-8,u,0,-11,-7,-2,-4,0.5
COc1ccccc1N=C1SC(C(=O)Nc2cccc(Cl)c2Cl)C(N)=C1C(N)=O (stereo unspecified),-23,0.3,-10,x,x,1,-7,0.0

# Laid out differently: 2 of the compounds above.
compound | RAD52 anneal inh | E-selectin induc | ERp5 inh | esBAF inh | RAD54 inh | ERAP1 inh | S100A4 MyoIIA | Xi reactivation
COc1ccccc1N=C1SC(C(=O)Nc2cccc(Cl)c2Cl)C(N)=C1C(N)=O (stereo unspecified) | -23 | 0.3 | -10 | x | x | 1 | -7 | 0.0
CC(C)N(Cc1nc(-c2ccc(Cl)cc2)no1)C(=O)CCCN1C(=O)c2ccccc2C1=O | -7 | 0.0 | 3 | -4 | 6 | 3 | -1 | 0.0

# (listing goes on)
SMILES,RAD52 anneal inh,E-selectin induc,ERp5 inh,esBAF inh,RAD54 inh,ERAP1 inh,S100A4 MyoIIA,Xi reactivation
CC(C)(C)S(=O)N1Cc2cc(C(=O)N3CCOCC3)nc(-c3cccc(Br)c3)c2[C@@H]1CCO (stereo partly specified),-32,-0.1,5,3,-13,1,-6,0.0
COc1ccc(C=CC(C)=NNC(=O)c2ccncc2)cc1,5,-0.9,-4,10,5,2,-2,0.0
Cc1nn(-c2ccccc2)c(C)c1C(=O)OCC(=O)Nc1ccccc1,-8,x,4,56*,1,-1,-2,-0.1
Cc1cccn2c(=O)c(C(=O)NC3CCCCC3)c(O)nc12,-2,0.4,-2,9,-7,-5,-7,0.1
COc1cccc(-c2cc(C(=O)NCc3ccco3)c3ccccc3n2)c1,-34,x,-5,-2,-4,0,-4,0.0
Cc1noc(C)c1NC(=O)Nc1ccc2c(c1)C(=O)N([C@@H](C)CO)C[C@@H](C)[C@@H](CN(C)C(=O)Cc1ccccc1)OCCCC[C@@H](C)O2,6,-0.2,3,-1,11,-1,19,0.0
Cc1nnc(SC(C)C(=O)NC2CCCCC2C)s1 (stereo unspecified),6,0.7,1,x,6,-1,-4,0.1
CCNC(=O)/C(C#N)=C/c1c(N2CCN(c3cccc(Cl)c3)CC2)nc2c(C)cccn2c1=O,-78,0.2,3,0,5,-3,-4,-0.1
COCCN(C(=O)c1ccccc1OC1CCN(S(C)(=O)=O)CC1)C(C)C,-7,0.8,-9,x,x,-2,-4,0.3
C[C@@H](NC(=O)c1nc[nH]c1C(=O)N1CCN(C(=O)OC(C)(C)C)CC1)c1ccccc1,-13,0.9,1,14,-8,9,2,-0.3
CCCC(=O)N1CC2(C1)CN(CC1CC1)[C@@H](CO)c1[nH]c3cc(OC)ccc3c12,-13,0.1,-4,x,x,2,0,0.1
Cc1cc(C)c2nc(N3CCC(C(=O)NCCN4CCOCC4)CC3)sc2c1,-7,x,-10,6,-11,3,-3,0.0
O=C(COC(=O)c1cnc(Cl)c(Cl)c1)NCc1ccc2c(c1)OCO2,-11,-1.5,-3,x,3,-4,5,0.1
O=C(O)C1=CC[C@@H](c2ccc(Cl)cc2)N(S(=O)(=O)c2ccc(Cl)cc2)[C@H]1c1cccc(Cl)c1,-7,0.0,-2,6,11,x,5,0.5
CCn1cnc2cc(NCc3ccc(Br)cc3)ccc21,-9,x,-7,x,x,0,5,0.0
Cc1cc(N2C(=O)c3ccc(C(=O)Nc4ccc(CC(=O)O)cc4)cc3C2=O)no1,1,x,0,-2,9,3,-6,0.4
Cc1cc(=O)oc2cc(NC(=O)C(C)Oc3cccc(Cl)c3)ccc12 (stereo unspecified),-13,9.9,5,x,-6,5,-5,-0.2
Cc1cnc(C(=O)OCC(=O)NCc2ccc3c(c2)OCO3)cn1,-4,x,-1,x,x,1,-2,0.0
O=C(COc1ccc2ccc(=O)oc2c1)Nc1cccc(S(=O)(=O)N2CCCCC2)c1,-12,-1.1,1,19,-1,-4,-2,0.0
C[C@@H]1CN([C@@H](C)CO)S(=O)(=O)c2ccc(C#C[C@@H](C)O)cc2O[C@H]1CN(C)C(=O)CC1CC1,4,-0.3,-7,-2,5,1,0,0.4
Cc1cc(C(=O)Nc2cccc3ccccc23)n(-c2ccccc2)n1,-4,x,-1,-8,4,-2,-26,0.5
CC(=O)Nc1cccc(-c2ccnc3c2CC(C)(C(=O)Nc2cccnc2)O3)c1 (stereo unspecified),2,-0.4,1,-4,-6,0,-7,0.2
COCC(=O)Nc1ccc2c(c1)C(=O)N(C)C[C@@H](OC)[C@@H](C)CN(Cc1ccncc1)[C@H](C)CO2,3,0.4,1,-1,-11,-3,2,0.0
CCOc1ncccc1C(=O)N1CCN(c2cccc(C)c2C)CC1,0,x,1,x,x,-1,-2,0.0
CC=Cc1ccc2n(c1=O)C[C@@H]1[C@@H](CO)[C@H](C(=O)NC3CCCC3)[C@H]2N1Cc1ccncc1 (mixture of isomers),7,-0.5,1,-3,4,-1,-25,0.4
Cc1ccc(NC(=O)CSc2nccn2Cc2ccco2)c(C)c1,-7,-0.1,-1,-41,19,-4,-4,0.9
COC(=O)C1CCN(S(=O)(=O)c2cn(C)c(=O)n(C)c2=O)CC1,-9,1.9,-3,-2,-4,-3,0,0.2
O=C(NCC1CCCO1)C1CCN(C(=O)c2ccc(Br)cc2)CC1 (stereo unspecified),6,x,1,-2,-6,8,-2,x
CCc1ccc(NC(=O)C2CCCN(S(=O)(=O)c3ccc4c(c3)CCCN4C(C)=O)C2)cc1 (stereo unspecified),-13,x,0,5,-7,-3,1,0.0
O=C(C1CCOCC1)N1CC(=O)N2[C@H](CO)[C@@H](c3ccc(C#CC4CCCC4)cc3)[C@@H]2C1,-7,0.4,2,x,x,0,-45,0.1
O=C(C1=C[C@@H](c2coc3ccccc3c2=O)C[C@@H](OCCCCO)O1)N1CCN(Cc2ccc3c(c2)OCO3)CC1,3,-0.1,-8,6,3,0,12,-0.2
COc1cc(C(=O)N2CCN(CCCc3ccccc3)CC2)cc(OC)c1OC,-2,-0.2,0,x,-5,-4,-2,0.1
CC1=NN(C(=O)c2ccccc2F)C(O)(c2ccc(Cl)cc2)C1 (stereo unspecified),-1,0.4,-2,1,6,4,10,0.4

# Assay outcomes as filed in PubChem BioAssay.
